E-selectin induc: E-selectin induction in HUVECs, primary screen, imaging, HUVEC, immunofluorescence imaging, single point; normalized: neutral wells 0, TNF-alpha wells 100; activation, % at 7.58 µM; 0.37% of 260,000 active; P16581;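 active = mean E-selectin-positive cell signal at least 10% of the positive control, reached in at least 60% of replicates, without over 20% cell loss; inconclusive = no rule given, readout overlaps actives, possibly toxicity-flagged; inactive = the rest, including those meeting only one limit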;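 also: in these data hits start at about 27%; measured in HUVEC primary endothelial cells; signal is the percent of cells scored E-selectin positive by PE staining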
Target sequence (P16581 whole entry, looked up): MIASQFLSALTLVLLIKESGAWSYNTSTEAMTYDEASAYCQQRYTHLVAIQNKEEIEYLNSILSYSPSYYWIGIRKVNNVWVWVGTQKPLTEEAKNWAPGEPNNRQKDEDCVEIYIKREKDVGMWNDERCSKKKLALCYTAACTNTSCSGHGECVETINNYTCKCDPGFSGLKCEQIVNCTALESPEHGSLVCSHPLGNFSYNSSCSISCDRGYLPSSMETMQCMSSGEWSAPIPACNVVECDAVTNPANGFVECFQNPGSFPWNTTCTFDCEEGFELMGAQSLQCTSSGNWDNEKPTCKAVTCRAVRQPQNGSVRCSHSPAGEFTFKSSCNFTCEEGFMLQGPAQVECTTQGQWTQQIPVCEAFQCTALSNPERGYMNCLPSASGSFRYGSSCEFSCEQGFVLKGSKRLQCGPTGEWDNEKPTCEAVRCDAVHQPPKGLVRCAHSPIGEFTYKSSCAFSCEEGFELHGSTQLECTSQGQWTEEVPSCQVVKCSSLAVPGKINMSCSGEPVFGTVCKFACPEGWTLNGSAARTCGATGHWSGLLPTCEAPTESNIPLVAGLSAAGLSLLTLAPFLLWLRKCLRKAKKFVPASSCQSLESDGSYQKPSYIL
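Read-out: % PE-positive cells | Test system: HUVEC | Doses: One compound dose added by pin transfer | Buffer or medium: EGM-2 over gelatin coat | Signal: Immunofluorescence imaging | Benchmarks: TNF-alpha, DMSO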
RAD54 inh: inhibitors of human RAD54 branch migration, primary screen, biochemical, fluorescence, single point | DNA repair and recombination protein RAD54-like (Homo sapiens), Q92698 | RAD54 Holliday junction branch migration, FAM/BHQ fluorescence | inhibition, % at 10.4 µM | 0.14% of 360,000 active;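 active = mean normalized replicate activity at least 40 and at least half of replicates scoring 40 or more; inconclusive = only one of the two criteria met; inactive = mean below 40 and under half of replicates reaching 40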;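 also: 0% = median of neutral control wells and 100% = median of positive control wells; inhibitors cause a drop in the FAM fluorescence signal; in these data hits start at about 50%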
ERAP1 HTS inh: human ERAP1 aminopeptidase inhibitors, primary screen, biochemical, single point, plate reader; Endoplasmic reticulum aminopeptidase 1 (Homo sapiens), Q9NZ08; recombinant ERAP1, Leu-AMC fluorescence, 60 min; inhibition, % at 10.7 µM; 0.15% of 340,000 active;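 active = mean replicate inhibition of at least 30%, or all replicates individually reaching that 30% level; inactive = mean below 30% and not every replicate reaching it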;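 also: 0% = neutral control wells and 100% = L-leucinethiol positive control wells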
miR-122 sensor: miR-122 Renilla sensor signal increase in Huh7, primary screen, miR-122 inhibitor project, cell-based, single point, plate reader; Huh7 miR-122 Renilla luciferase sensor, 48 h; neutral wells = 0, positive control = 100; activation (reporter increase), % at 12.5 µM; AID 602342, 2012; 0.3% of 340,000 active;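 active = mean replicate activation score at least 90 and every replicate individually at or above 90; inconclusive = only one of the two criteria met; inactive = neither criterion met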;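 also: higher luciferase means less miR-122 activity so hits act as miR-122 inhibitors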
PGC1a acetyl inh: inhibitors of PGC1a acetylation signal, primary screen, cell-based, U2OS, AlphaScreen, inhibitor mode. AlphaScreen anti-acetyl-lysine; with virally co-expressed GCN5 acetyltransferase. inhibition, % at 15.6 µM. 0.17% of 350,000 active;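 active = every replicate shows inhibition of at least 40%; inconclusive = mean inhibition at least 40% but some replicate below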;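 also: 0% = neutral control wells and 100% = positive control wells; some results beyond the cut were filed as inactive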
Cneo AK release: Cryptococcus neoformans cell lysis inducers, primary screen, AK release luminescence, single concentration; lysis activity, % at 15 µM; C. neoformans lysis, adenylate kinase release luminescence, 4 h; normalised: neutral wells 0, clomiphene wells 100; 0.2% of 360,000 active;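 active = mean lysis activity across replicates of at least 80%, whatever share of replicates individually reach that level; inactive = mean lysis activity below 80%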
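Material – log-phase Cryptococcus neoformans yeast cells · Input – 5 × 10^6 yeast cells/mL · Medium – fresh YPD growth medium · Doses – single compound concentration per well · Timing – static 4 h at 37 °C with compound, 1 h detection · Detection – adenylate kinase release luminescence · Read-out – signal increase indicating cell lysis · Control set – Clomiphene as positive lysis control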
PglD inh: C. jejuni PglD acetyltransferase inhibitors, primary screen, biochemical, DTNB colorimetric, single point. purified PglD enzyme, DTNB colorimetric CoA detection. inhibition, % at 12.5 µM. 0.098% of 360,000 active; in the data active = inhibition above about 16%, passing the limit was not always enough; inconclusive = no clear call, values can overlap the other calls; also: strong numbers were not always called active
RAD52 anneal inh: RAD52 DNA annealing inhibitors, primary screen, biochemical, FRET, single point, set 2. recombinant RAD52 DNA annealing, FRET fluorescence. inhibition, % at 18.7 µM. DNA repair protein RAD52 homolog (Homo sapiens), P43351. 0.46% of 360,000 active;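 active = every replicate showing at least 50% inhibition; inconclusive = mean inhibition at least 50% but not in every replicate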
Target sequence (P43351 whole entry, looked up): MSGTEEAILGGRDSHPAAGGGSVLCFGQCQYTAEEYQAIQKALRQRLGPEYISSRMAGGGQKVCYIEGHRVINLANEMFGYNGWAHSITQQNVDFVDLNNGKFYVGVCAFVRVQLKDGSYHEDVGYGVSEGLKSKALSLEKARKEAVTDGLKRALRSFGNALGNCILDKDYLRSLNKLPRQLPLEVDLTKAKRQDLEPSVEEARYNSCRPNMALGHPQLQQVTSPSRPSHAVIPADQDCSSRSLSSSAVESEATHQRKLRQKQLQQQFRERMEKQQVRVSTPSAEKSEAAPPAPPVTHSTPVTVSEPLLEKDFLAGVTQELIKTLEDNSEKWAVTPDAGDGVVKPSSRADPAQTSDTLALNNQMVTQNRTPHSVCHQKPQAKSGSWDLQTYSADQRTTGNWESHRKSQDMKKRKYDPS
* = called active by the depositor; ? = inconclusive; · = no result given; [ ] = another dose, or the depositor's remark. Rows were taken by chance (roughly 1.4% active in at least one column).

SMILES	E-selectin induc	RAD54 inh	ERAP1 HTS inh	miR-122 sensor	PGC1a acetyl inh	Cneo AK release	PglD inh	RAD52 anneal inh
Cc1ccc(C(=O)Nc2ccccc2C(=O)N2CC3(C)CC2CC(C)(C)C3)cc1 (configuration not stated)	·	13	·	20	-12	0	-5	·
CCc1nnc(NC2=NCCC2)s1	·	-2	·	-7	17	0	-5	·
N=c1c(C(=O)NCCN2CCOCC2)cc2c(=O)n3ccccc3nc2n1CCCN1CCOCC1	·	57*	37*	1	·	0	-9	77*
COc1cccc(NC(=O)COc2ccc(N3CC(C(=O)NCC(C)C)CC3=O)cc2)c1 (configuration not stated)	·	0	·	1	-11	0	17	·
CCN(CC)CCCN=C1N[C@@H](c2cccc(C(F)(F)F)c2)C(C(=O)OC)=C(C)N1CC	0.5	4	61*	-17	-10	2	4	3
CCC1(CC)C(=O)N(C)C(=O)NC1=NCc1ccccc1	·	5	·	-2	6	-3	-1	·
C[C@@H]1CN([C@H](C)CO)S(=O)(=O)c2ccc(-c3cccnc3)cc2O[C@H]1CN(C)Cc1cncnc1	-0.2	3	1	0[16.7 µM]	-3	-6	18	-2
Cc1c(C(=O)N/N=C/c2ccccc2)sc(=S)n1C	·	0	·	8	11	-3	·	·
COc1cnc(SCc2c(Cl)cccc2Cl)nc1Cl	·	4	-5	1	11	-2	0	-10
CC(C)(C)OC(=O)N(CCc1ccccc1)Cc1ccc(OCc2cccc(NC(=O)C3CCC3)c2)cc1	0.3	6	·	-1	-20	13	2	-13
CCC(C)C(CO)NCCCn1cnc2c(SC)ncnc21 (configuration not stated)	0.0	-4	8	-1	·	1	0	-8
Nc1[nH]ncc1-c1ccc(F)cc1	·	4	-2	-4	·	-2	0	-14
C[C@H](CO)N1C[C@H](C)[C@@H](CN(C)S(=O)(=O)c2cn(C)cn2)Oc2cc(C#Cc3ccccc3)ccc2S1(=O)=O	1.0	0	0	52[16.7 µM]	1	1	-1	-23
C[C@@H]1CN([C@H](C)CO)C(=O)c2c(c3ccccc3n2C)-c2ccccc2CO[C@H]1CN(C)S(C)(=O)=O	2.0	4	1	·	0	-3	-1	2
S=C(NCc1ccco1)N1CCN(c2ccccn2)CC1	·	-11	3	·	·	0	-2	-1
C=CCOc1c(Br)cc(/C=C2\SC(=Nc3ccccc3)NC2=O)cc1OC	·	-23	-1	0	·	0	-4	-20
CCC(=O)N1C[C@@H](O)COC[C@H]2O[C@@H](CC(=O)NCc3cc(F)cc(F)c3)CC[C@@H]21	-0.1	-5	3	-5[16.7 µM]	5	-2	5	-8
CC1(C(=O)NS(=O)(=O)c2ccc(Cl)cc2)CCN1C(=O)c1ccco1 (configuration not stated)	0.3	-16	-1	-2	0	0	-4	-16
O=C(C[C@@H]1C[C@@H]2c3cc(NC(=O)Nc4ccc(C(F)(F)F)cc4)ccc3O[C@@H]2[C@H](CO)O1)NC1CCCCC1	0.6	6	1	11[16.7 µM]	3	-3	2	-10
O=C(c1ccccn1)N1CC(=O)N2[C@@H](CO)[C@H](c3ccc(C#CC4CCCC4)cc3)[C@@H]2C1	-0.4	·	1	·	7	·	·	17
CC(C)NC(=O)Nc1cccc2c1O[C@H](CN(C)CC1CCCCC1)[C@H](C)CN([C@H](C)CO)C2=O	-0.3	3	1	-8[16.7 µM]	·	-7	0	4
COc1ccc2c(c1)CN(C)S(=O)(=O)c1ccccc1-2	-0.3	9	·	-2	4	-2	1	-2
C[C@@H]1CN([C@H](C)CO)C(=O)c2c(c3ccccc3n2C)-c2ccccc2CO[C@H]1CN(C)Cc1cccc(O)c1	0.1	·	2	·	-4	·	·	1
COC(=O)c1c(NC(=O)c2ccc(S(=O)(=O)N3CCOCC3)cc2)sc2c1CCN(C(C)C)C2	0.0	75*	0	3	-3	-1	-4	-97
COC(=O)c1sc(NC(=O)COc2c(C)cccc2C)nc1C	3.7	·	9	·	-8	·	·	-15
CC(=O)c1cnc2cc(-c3cccc(Br)c3)nn2c1C	5.4	5	-4	3	·	3	-5	-3
CCc1ccc(NC(=O)CCc2nnc3ccc(N4CCC5(CC4)OCCO5)nn23)cc1	·	-11	-4	-5	-2	0	5	-6
Cc1cc(Cl)ccc1N(CC(=O)NCc1ccc2c(c1)OCO2)S(C)(=O)=O	·	·	-6	4	-2	·	·	-1
C[C@@H](O)C#Cc1ccc([C@H]2[C@@H](CO)N3CCCCN(CC4CC4)C[C@H]23)cc1	-0.1	10	-1	3[16.7 µM]	0	-3	-2	14
CCOc1cc(-c2nc(C)c(C(C)=O)n2O)ccc1OCC(=O)Nc1cccc(C)c1	·	8	-2	5	·	-1	-4	-19
Cc1ccc(S(=O)(=O)N2CCC(=O)N(CCOCc3cccc(C(F)(F)F)c3)CC2)cc1	0.2	4	4	·	·	2	4	-2
Cn1nc([N+](=O)[O-])nc1Oc1ccc(C(C)(C)C)cc1	·	-7	0	0	·	-1	-3	-11
COc1cc(/C=N/N2CCN(c3ccccc3)CC2)cc(OC)c1OC(C)=O	0.3	-1	1	-1	3	2	-7	-9
O=C(NCc1ccco1)C1(c2ccccc2)CCCC1	·	-2	3	-2	-14	-1	-2	-9
O=C(COc1ccc2ccc(=O)oc2c1)Nc1c(Cl)cccc1C(F)(F)F	-0.2	3	-8	2	0	4	2	-14
FC(F)(F)c1cnc(COc2cc(Cl)cc(Cl)c2)c(Cl)c1	·	7	·	-22	4	-1	1	-10
CCCn1c(=O)[nH]c(=O)c2c1nc(-c1ccc(OC(F)F)c(OC)c1)n2CCOC	·	-4	·	-2	5	5	8	·
Cc1cccn2c(=O)c(C=NCCO)c(NCc3ccco3)nc12	·	5	·	11	·	-1	0	·
C/C=C/c1ccc([C@H]2[C@H](CO)N(C(C)=O)[C@H]2CNC(=O)CC2CC2)cc1	-0.1	-3	-3	7[16.7 µM]	-1	0	-2	-25
c1cncc(-c2noc(C34CC5CC(CC(C5)C3)C4)n2)c1	·	6	·	-1	-15	-1	-4	·
CCCCC(=O)Nc1cc(C)c(NC(=O)c2ccco2)cn1	·	2	-2	1	-6	5	-1	-9
COc1ccc(/C=C/C(=O)OC2CCCN(C)C2)cc1 (configuration not stated)	·	2	3	·	·	-4	-5	-2
CCS(=O)(=O)N[C@H]1C=C[C@@H](CC(=O)Nc2ccc(-c3ccccc3)cc2)O[C@@H]1CO	-0.4	-6	4	4[16.7 µM]	-11	20	-3	-15
Cc1ccccc1C(=O)c1cccn1CC(=O)O	·	-11	·	0	-4	-1	-3	·
CCC(=O)N(C)C[C@H]1Oc2ncc(C#Cc3ccccc3)cc2C(=O)N([C@@H](C)CO)C[C@H]1C	-0.5	1	0	0[16.7 µM]	0	2	-1	3
C[C@H](CO)N1C[C@H](C)[C@H](CN(C)S(C)(=O)=O)OCCCC[C@H](C)Oc2ccc(NS(=O)(=O)c3cn(C)cn3)cc2C1=O	-0.2	-11	-3	5[16.7 µM]	1	-3	1	-2
Cc1ccc(C(=O)Nc2ccc(S(=O)(=O)Nc3cnc4ccccc4n3)cc2)cc1	3.3	-7	-2	20	-8	0	7	-23
O=C(C[C@H]1CC[C@H](NC(=O)Cc2ccccn2)[C@H](CO)O1)NCCc1ccncc1	-0.1	-2	2	0[16.7 µM]	2	-13	5	-3
CCc1nccn1CCC(=O)N1CCc2c([nH]c3ccccc23)C1CC(C)C (configuration not stated)	·	21	-5	-6	0	1	-1	6
Cc1cc(N)n(-c2ccc(C)c(C)c2)n1	·	·	-1	-19	-2	·	·	-7
CC(=O)c1ccc(S(=O)(=O)N2CCC(Oc3ccc(-n4cnnn4)cc3)CC2)cc1	·	4	5	-7	-8	-1	-4	-18
Cc1cc(C)c2c(c1)cc(C)c1nnc(SCC(=O)N3CCCc4ccccc43)n12	·	4	·	-3	5	-7	0	·
CC1(C)CC(=O)C(C=NCCN2CCN(C(=O)CCl)CC2)=C(O)C1	-0.4	9	0	-2	0	1	0	1
CC(C)OC(=O)c1ccc(Cn2nnc3ccccc3c2=O)cc1	·	-1	·	3	3	-1	5	·
COc1ccc(Oc2ccc(/C=C/C(=O)c3cccc(OC)c3)cc2[N+](=O)[O-])cc1	·	4	-3	3	2	-2	0	-8
Cc1cccc(C)c1NC(=O)CN(C)C(=O)c1ccccc1C(=O)N(C)Cc1ccccc1	·	-18	-4	14	0	7	12	-4
C[C@@H]1CN([C@@H](C)CO)C(=O)c2cc(NC(=O)C3CCCCC3)ccc2O[C@@H]1CN(C)Cc1ccc(-c2ccccc2)cc1	-0.2	8	3	3[16.7 µM]	-4	47	0	-7
COc1ccc(N(CC(=O)N/N=C/c2cc(OC)ccc2OC)S(=O)(=O)c2ccccc2)cc1	?	-11	-1	-7	1	-2	3	-11
Cc1c(N2C(=O)c3ccccc3C2(O)c2ccccc2)c(=O)n(-c2ccccc2)n1C (configuration not stated)	·	1	-2	-1	-1	-1	-3	-16
CN(CC(=O)Nc1cccc(F)c1)CC(=O)NC(c1ccccc1)c1ccccc1	·	4	-4	·	·	-1	4	-12
The list continues:
SMILES	E-selectin induc	RAD54 inh	ERAP1 HTS inh	miR-122 sensor	PGC1a acetyl inh	Cneo AK release	PglD inh	RAD52 anneal inh
COc1ccc(C(=O)/C=C/c2cccnc2)c(OC)c1	·	6	4	5	-71	-2	-1	2
Cc1cc(C(=O)N/N=C/c2ccc3c(c2)OCO3)c(C)o1	2.3	-5	0	1	13	-3	5	-1
COc1cccc(S(=O)(=O)N2CC[C@@H]3[C@H](CO)Nc4ccc(C#Cc5ccccc5)cc4[C@@H]32)c1	0.7	-4	2	-1[16.7 µM]	-18	54	-2	-8
Cc1cccc(-c2ccc([C@H]3[C@H]4CN(Cc5ccncc5)CCCCN4[C@H]3CO)cc2)c1	-0.1	-2	1	12[16.7 µM]	2	2	-1	13
COc1ccc(C2c3[nH]c4ccccc4c3C[C@H]3C(=O)N(c4ccccc4C(=O)N4CCC[C@@H]4C(=O)O)C(=O)N23)cc1 (some centres not stated)	·	27	1	-2	?	0	-1	-18
OCC(O)[C@@H](O[C@H]1O[C@H](CO)[C@@H](O)[C@H](O)[C@H]1O)[C@H](O)[C@@H](O)CO (some centres not stated)	0.0	1	-2	2	·	0	-6	-7

Structural class: those above with bromine
SMILES	E-selectin induc	RAD54 inh	ERAP1 HTS inh	miR-122 sensor	PGC1a acetyl inh	Cneo AK release	PglD inh	RAD52 anneal inh
C=CCOc1c(Br)cc(/C=C2\SC(=Nc3ccccc3)NC2=O)cc1OC	·	-23	-1	0	·	0	-4	-20
CC(=O)c1cnc2cc(-c3cccc(Br)c3)nn2c1C	5.4	5	-4	3	·	3	-5	-3

Sorted by the number under RAD52 anneal inh (descending): 3 from the list above
SMILES	ERAP1 HTS inh	miR-122 sensor	PGC1a acetyl inh	PglD inh	RAD52 anneal inh
COc1ccc(C(=O)/C=C/c2cccnc2)c(OC)c1	4	5	-71	-1	2
Cc1cc(C(=O)N/N=C/c2ccc3c(c2)OCO3)c(C)o1	0	1	13	5	-1
COc1cccc(S(=O)(=O)N2CC[C@@H]3[C@H](CO)Nc4ccc(C#Cc5ccccc5)cc4[C@@H]32)c1	2	-1[16.7 µM]	-18	-2	-8
